m5-HT2A agonist = mouse HTR2A agonism via beta-arrestin recruitment. activation, % at 7.6 µM. P35363. CHO-K1 mHTR2A beta-arrestin complementation, luminescence; percent of 30 µM serotonin response. 360,000 tested, 0.66% active;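 active means activation above a run cutoff, the mean activation of all tested compounds plus 3 SD, cut at about 14% in these data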;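 further: 0% = plate median of compound wells and 100% = 30 µM serotonin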
Cardio protect = modulators protecting cardiomyocytes from myocardial damage; H9c2 cardiomyocytes, H2O2 injury protection, ATPLite, 2 h; protection from H2O2 cell death, % at 20 µM; 360,000 tested, 0.63% active; AID 588492;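 active means compounds giving at least 50% protection of heart cells from peroxide-induced death in the single-dose screen, raw or plate-pattern-corrected value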;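 further: 0% = DMSO wells with peroxide and 100% = DMSO wells without peroxide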
ABCB6 inh MLPCN = human ABCB6 transporter inhibition; Q9NP58; K562-ABCB6 porphyrin accumulation, flow cytometry, 1 h; active compounds read low; fluorescence ratio to DMSO, % at 10 µM; 360,000 tested, 0.19% active; AID 602162;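 active means fluorescence ratio to DMSO below 75%, the collection mean minus 3 SD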;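 further: signal is porphyrin accumulated inside mitochondria; 100% equals median channel fluorescence of DMSO control wells; lower ratio means ABCB6 inhibition with less porphyrin fluorescence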
CaV13 FRET inh = Primary screen for inhibitors of IQ motif and Ca2+-dependent inactivation inhibitor domain binding in CACNA1D, Förster resonance energy transfer in living cells, … | HEK cells, CFP/YFP FRET ICDI-IQ, plate reader, 10 min; percent FRET-ratio fall versus neutral wells | inhibition, % at 12.3 µM | 340,000 tested, 0.098% active | AID 743397;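 active means mean replicate inhibition of at least 30% and at least 1% of replicates passing that level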;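 further: 0% = median of the neutral control wells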
MC4R ag barr = human MC4R agonism via beta-arrestin; P32245; U2OS MC4R beta-arrestin complementation, luminescence; percent of melanotan II response, DMSO zero; activation, % at 8.9 µM; 360,000 tested, 0.98% active;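 active means activation above a per-plate cutoff, the mean activation of sample wells on that plate plus 3 SD, cut at about 8% in these data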
Target sequence (P32245 whole entry, looked up): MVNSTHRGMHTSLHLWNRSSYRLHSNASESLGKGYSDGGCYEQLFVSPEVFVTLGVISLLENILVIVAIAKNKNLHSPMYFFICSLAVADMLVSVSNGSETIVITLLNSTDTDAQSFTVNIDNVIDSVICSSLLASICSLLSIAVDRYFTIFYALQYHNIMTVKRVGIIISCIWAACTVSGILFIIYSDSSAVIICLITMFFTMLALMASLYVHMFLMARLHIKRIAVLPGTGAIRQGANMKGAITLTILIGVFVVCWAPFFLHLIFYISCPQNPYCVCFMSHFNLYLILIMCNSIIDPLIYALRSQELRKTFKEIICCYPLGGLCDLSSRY
PDI inh = PDI (human) enzyme inhibition | P07237 | PDI insulin aggregation turbidity, A650, 90 min | inhibition, % at 10 µM | 350,000 tested, 0.052% active;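 active means mean inhibition across replicates of 30% or more, whatever share of single replicates reach that level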;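 further: absorbance from insulin aggregation driven by PDI reduction with DTT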
Target sequence (P07237 whole entry, looked up): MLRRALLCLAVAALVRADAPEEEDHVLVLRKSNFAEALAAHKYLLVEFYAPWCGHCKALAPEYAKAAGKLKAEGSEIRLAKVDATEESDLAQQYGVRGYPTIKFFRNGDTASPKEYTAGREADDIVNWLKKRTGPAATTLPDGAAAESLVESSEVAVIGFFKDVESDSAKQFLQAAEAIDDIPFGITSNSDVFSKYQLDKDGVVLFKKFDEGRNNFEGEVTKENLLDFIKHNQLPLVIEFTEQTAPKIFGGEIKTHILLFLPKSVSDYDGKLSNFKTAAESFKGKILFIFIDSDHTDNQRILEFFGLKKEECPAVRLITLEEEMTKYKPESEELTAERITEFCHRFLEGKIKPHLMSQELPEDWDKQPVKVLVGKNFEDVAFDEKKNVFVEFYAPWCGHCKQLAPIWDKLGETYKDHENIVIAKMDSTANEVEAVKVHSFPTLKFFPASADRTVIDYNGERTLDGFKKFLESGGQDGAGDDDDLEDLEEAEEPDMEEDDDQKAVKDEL
Granule exo inh = lytic granule exocytosis inhibition; 360,000 tested, 0.66% active; inhibition, % at 10 µM; TALL-104 LAMP-1 surface exposure, flow cytometry; cells stimulated with thapsigargin and PMA;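 active means inhibition above about 55%, limit read from the data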
MC4R antagonist = human MC4R antagonism in cAMP assay; P32245; 360,000 tested, 0.48% active; MC4R-expressing cells, MTII-stimulated cAMP, LANCE TR-FRET; inhibition, % at 6.5 µM;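 active means inhibition above its plate's cutoff, the mean of tested wells on that plate plus 3 SD, cut at about 29% in these data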;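 further: 0% = Melanotan II alone and 100% = Melanotan II plus saturating MCL0020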
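Material: human MC4R-expressing U2OS cells. Probe or stimulus: Melanotan II challenge. Dosing: 6.5 µM single dose. Times: 30-min compound, 1-h challenge, 1-h detection, room temperature. Technique: TR-FRET with Eu-cAMP and labeled anti-cAMP, 671 nm. Replication: singlicate.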
ABHD5-PLIN5 inh = blocks binding of human ABHD5 to perilipin-5. Q00G26+Q8WTS1. Split G. princeps luciferase complementation, luminescence, 4 h. inhibition, % at 4 µM. 360,000 tested, 0.78% active;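 active means inhibition above the mean inhibition across every tested compound plus 3 SD, cut at about 22% in these data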;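 further: 0% = DMSO only wells and the 100% control is not disclosed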
N-glyco inh = N-linked glycosylation inhibition; D54 ERlucT glycosylation luciferase reporter, 24 h; percent of 100 nM tunicamycin response; reporter increase, % at 12.5 µM; 360,000 tested, 0.23% active; AID 588692;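 active means mean luciferase reporter signal, scaled so untreated is 0 and the glycosylation-blocking control 100, at or above a set limit in every replicate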;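 further: luciferase carries N-glycosylation sites so blocking glycosylation raises the light; 0% = median of neutral control wells and 100% = median of 100 nM tunicamycin wells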
* = called active by the depositor; . = not tested or not shown.

1: CC(=O)c1ccc(NC(=O)C2Cc3ccccc3CN2C(=O)c2ccccc2)cc1 (centres undefined)
2: COc1ccc(NS(=O)(=O)c2cccc(NC(=O)NC3CCCCC3)c2)cc1
3: CCOc1ccc2c(c1)C(c1ccc(C)cc1)=NNC(c1ccc(OC)cc1)=N2
4: COc1ccc2nc3sc(C(=O)NCCN4CCc5ccccc5C4)cc3cc2c1
5: O=C(Cn1ncc2c3ccccc3n(Cc3ccc(F)cc3)c2c1=O)N1CCN(c2ncccn2)CC1
6: Cc1ccccc1CN1CCc2c(OCC(=O)N3CCCc4ccccc43)cccc2C1=O
7: O=C(CN1CCCCCC1)Nc1ccc(Cl)cn1
8: Cn1nc(C(=O)NNC(=O)Cc2ccc(S(=O)(=O)N3CCOCC3)s2)c2ccccc2c1=O
assay / entry | 1 | 2 | 3 | 4 | 5 | 6 | 7 | 8
m5-HT2A agonist | 0 | -7 | -2 | 1 | -4 | -2 | 4 | -1
Cardio protect | 2 | -8 | -9 | 0 | 11 | -6 | 2 | -1
ABCB6 inh MLPCN | 98 | 93 | 91 | 99 | 100 | 95 | 101 | 96
CaV13 FRET inh | -3 | -3 | -7 | -3 | -3 | -3 | -6 | -16
MC4R ag barr | -1.6 | -3.2 | -1.3 | 1.3 | -0.8 | -2.5 | -0.2 | 0.7
PDI inh | 4 | 3 | 2 | 8 | -3 | 1 | 2 | -4
Granule exo inh | -2 | 2 | -4 | 13 | -1 | -3 | -9 | 3
MC4R antagonist | 2 | 8 | 1 | 0 | 11 | 5 | 0 | 15
ABHD5-PLIN5 inh | -2 | -14 | -5 | 15 | 14 | -2 | -5 | 5
N-glyco inh | 3 | -9 | -3 | 3 | -2 | -6 | 0 | 2

9: COc1cccc(NC(=O)CCc2nnc3ccc(N4CCC(C)CC4)nn23)c1
10: COc1ccc(CN(C)C(C)C(=O)Nc2ccc([N+](=O)[O-])cc2Cl)cc1OC (centres undefined)
11: COCCCN(C(=O)c1cccnc1SC)c1c(N)n(Cc2ccccc2)c(=O)[nH]c1=O
12: Cc1ccc(Oc2nc(-c3ccccc3)ncc2S(=O)(=O)c2ccc(C)cc2)cc1
13: CCCCn1c(NCc2ccncc2)nc2ccccc21
14: CC(=O)Nc1ccc(S(=O)(=O)NC2=NCN(C)CN2)cc1
15: CC(C)c1nc2sc(C(=O)O)c(N)c2c2c1CCCC2
16: O=C(N/N=C/c1cccnc1)c1cc(-c2ccccc2Cl)nc2ccccc12
assay / entry | 9 | 10 | 11 | 12 | 13 | 14 | 15 | 16
m5-HT2A agonist | 3 | 4 | -1 | -8 | 5 | -1 | 3 | -3
Cardio protect | 3 | -15 | 0 | -22 | 3 | -1 | 7 | 14
ABCB6 inh MLPCN | 101 | 101 | 97 | 103 | 97 | 103 | 95 | 96
CaV13 FRET inh | -3 | -5 | -4 | -6 | -7 | -5 | -3 | -6
MC4R ag barr | -1.6 | 1.9 | -1.3 | -2.5 | -1.5 | -2.3 | -1.4 | -2.6
PDI inh | 11 | 2 | 3 | -4 | -2 | 4 | 6 | -11
Granule exo inh | 7 | -4 | -3 | -4 | 1 | 34 | -1 | -1
MC4R antagonist | 7 | 12 | 1 | 1 | 10 | 9 | 14 | 7
ABHD5-PLIN5 inh | 3 | -5 | 1 | -1 | -2 | -3 | -5 | -5
N-glyco inh | 2 | -7 | 1 | 0 | 1 | 2 | -3 | 1

17: Cc1cc(C)cc(C(=O)N2CCN(c3ccccn3)CC2)c1
18: O=C(CN1C(=O)NC2(CCCCCC2)C1=O)NCc1ccc(Cl)cc1
19: COC(=O)N/N=C\C=C\c1ccc2c(c1)OCO2
20: O=C(Nc1ccnn1C1CCN(Cc2cccnc2)CC1)c1ccccc1Cl
21: CC1CCCN(C(=O)COc2ccc(NC(=O)c3cccs3)cc2)C1 (centres undefined)
22: CC(=O)NC(N(C#N)c1nc(Cl)nc(N(C)C)n1)C(Cl)(Cl)Cl (centres undefined)
23: COc1cccc(/C=N/NC(=O)C[n+]2ccccc2)c1O
24: CN(Cc1ccccc1)C(=O)c1nn2cccnc2c1Cl
assay / entry | 17 | 18 | 19 | 20 | 21 | 22 | 23 | 24
m5-HT2A agonist | 2 | 3 | 1 | -4 | 1 | -4 | 4 | 7
Cardio protect | -5 | 0 | -25 | 0 | -4 | 0 | -1 | 11
ABCB6 inh MLPCN | 105 | 97 | 97 | 102 | 97 | 96 | 100 | 101
CaV13 FRET inh | 10 | -2 | -7 | -7 | -3 | -13 | -4 | 3
MC4R ag barr | -1.0 | -0.3 | 2.8 | -2.3 | -0.2 | -0.1 | -2.1 | 4.3
PDI inh | -10 | 7 | -1 | 14 | -3 | -2 | 2 | -4
Granule exo inh | -3 | 12 | 3 | 3 | -2 | -2 | 4 | -4
MC4R antagonist | 11 | 13 | -16 | -1 | -3 | 3 | 9 | 16
ABHD5-PLIN5 inh | -2 | 0 | 0 | 1 | -3 | 4 | 1 | -6
N-glyco inh | -1 | 4 | -1 | 5 | -1 | 2 | 2 | 1

25: COc1ccc(Cl)cc1Nc1cc(C)nc2ccccc12
26: CN(C(=O)c1ccccn1)C1(C(=O)NC2CCCCC2)CCCCC1
27: N#CCCN(C(=O)CO/N=C/c1cccc([N+](=O)[O-])c1)c1ccccc1
28: C=CCNCCCCOc1ccc(Br)cc1C
29: CCCCOC(=O)c1ccc(NC(=O)COC(=O)C2CC2C)cc1 (centres undefined)
30: Cc1cc(C)cc(C(=O)NCC(=O)OCC(=O)N2CCN(S(=O)(=O)c3ccc4ccccc4c3)CC2)c1
31: COc1nnc(-c2ccc(C)c(S(=O)(=O)NCCO)c2)c2ccccc12
32: COC(=O)C1=C(C)N(C(C)C)C(=O)C1(NC(=O)C1CCCCC1)C(F)(F)F (centres undefined)
assay / entry | 25 | 26 | 27 | 28 | 29 | 30 | 31 | 32
m5-HT2A agonist | -4 | 6 | -7 | -4 | -2 | 2 | -5 | -4
Cardio protect | -16 | 9 | -6 | 15 | -16 | 4 | 62* | 6
ABCB6 inh MLPCN | 96 | 98 | 99 | 93 | 93 | 95 | 124 | 96
CaV13 FRET inh | -16 | -5 | 1 | -4 | -12 | -4 | -6 | -7
MC4R ag barr | -2.5 | -2.8 | -3.1 | -1.1 | 2.9 | 2.2 | -1.5 | -1.4
PDI inh | 5 | -3 | 1 | -3 | 7 | 17 | 3 | 7
Granule exo inh | 76* | 0 | 3 | -4 | 1 | -4 | 2 | 0
MC4R antagonist | 1 | -3 | 5 | 0 | 7 | 1 | -3 | -3
ABHD5-PLIN5 inh | 0 | -1 | 6 | 7 | 2 | 8 | -5 | -13
N-glyco inh | 2 | 2 | -2 | -5 | -3 | 2 | 0 | 2

33: CCCCN(C)C(=O)c1ccc(Nc2nc(C(N)CCc3ccccc3)cs2)nc1 (centres undefined)
34: CCN1CCN(C(=S)NC(=O)/C=C/c2cccs2)CC1
35: CCSc1nnc(NC(=O)CSc2nnc(CNC(=O)c3ccc(OC)cc3)o2)s1
36: C/C(=N\NC(=O)C1(C)CC1(Br)Br)c1ccc([N+](=O)[O-])cc1 (centres undefined)
37: COc1ccc(/C=C/C(=O)CCC(=O)O)cc1
38: CC(=O)c1ccc(NC(=O)CN2CCN(S(=O)(=O)c3ccc4c(c3)OCCO4)CC2)cc1
39: O=C(O)[C@H](Cc1ccccc1)NC(=O)N1CCCCCC1
40: O=C(NCC1(O)CCCCC1)C1CCC(=O)N(CCc2ccccc2)C1 (centres undefined)
assay / entry | 33 | 34 | 35 | 36 | 37 | 38 | 39 | 40
m5-HT2A agonist | -4 | 0 | 6 | -2 | -2 | -3 | 5 | -1
Cardio protect | 0 | 22 | 1 | 19 | -2 | -6 | 2 | 8
ABCB6 inh MLPCN | 98 | 92 | 87 | 103 | 92 | 98 | 94 | 93
CaV13 FRET inh | -7 | -6 | -5 | -3 | -8 | -6 | -2 | -3
MC4R ag barr | 2.0 | -2.1 | 3.1 | 3.2 | 0.7 | 0.8 | 0.3 | -2.9
PDI inh | -3 | 2 | -3 | -1 | 2 | 8 | -4 | 6
Granule exo inh | 0 | 0 | -2 | -1 | 2 | -8 | 17 | -6
MC4R antagonist | -1 | -1 | 2 | -6 | 4 | 4 | 3 | -1
ABHD5-PLIN5 inh | 8 | 2 | -5 | 0 | -3 | -3 | -5 | 1
N-glyco inh | -7 | -2 | 1 | 3 | 1 | 1 | -2 | 1

Structural class, those above containing a COOH group (3)
15: CC(C)c1nc2sc(C(=O)O)c(N)c2c2c1CCCC2
37: COc1ccc(/C=C/C(=O)CCC(=O)O)cc1
39: O=C(O)[C@H](Cc1ccccc1)NC(=O)N1CCCCCC1
assay / entry | 15 | 37 | 39
m5-HT2A agonist | 3 | -2 | 5
Cardio protect | 7 | -2 | 2
ABCB6 inh MLPCN | 95 | 92 | 94
CaV13 FRET inh | -3 | -8 | -2
MC4R ag barr | -1.4 | 0.7 | 0.3
PDI inh | 6 | 2 | -4
Granule exo inh | -1 | 2 | 17
MC4R antagonist | 14 | 4 | 3
ABHD5-PLIN5 inh | -5 | -3 | -5
N-glyco inh | -3 | 1 | -2

The list continues:
41: CCc1cc2c(SCC(=O)O)ncnc2s1
42: COc1cc(C(=O)NCCC(=O)NCCN2CCOCC2)cc(OC)c1OC
43: O=C(NC(C(=O)N/N=C/c1c2ccccc2cc2ccccc12)c1n[nH]c(=O)c2ccccc12)c1ccccc1 (centres undefined)
44: O=C(CN1CCN(C(=O)c2c(F)cccc2F)CC1)Nc1ccccc1F
45: Cc1ccc(COC[C@H](CC(C)C)N2CCN(C(=O)c3cccc(C(F)(F)F)c3)CCC2=O)cc1
46: Cc1ccc(OCC(=O)Nc2ccc3c(c2)C(=O)N(CCC(=O)O)C3=O)cc1
47: CCN(CC)c1ccc(NC(=O)COc2ccccc2C#N)cc1S(=O)(=O)Nc1ccccc1OC
48: Cc1nc(C)c(C(=O)Nc2ccc(Oc3ccccc3)cc2)o1
49: CC/C(=N\N=C(/CC)c1ccccc1N)c1ccccc1N
50: NNS(=O)(=O)c1ccc2c(c1)Cc1cc(S(=O)(=O)NN)ccc1-2
51: Cc1nn(CCOc2cccc(Br)c2)c(C)c1[N+](=O)[O-]
assay / entry | 41 | 42 | 43 | 44 | 45 | 46 | 47 | 48 | 49 | 50 | 51
m5-HT2A agonist | -1 | -4 | -4 | -5 | 6 | 2 | -4 | 1 | 2 | 6 | 5
Cardio protect | -2 | -1 | 33 | 3 | . | -2 | -4 | -9 | -6 | 1 | -10
ABCB6 inh MLPCN | 97 | 94 | 107 | 86 | 101 | 94 | 99 | 95 | 96 | 97 | 91
CaV13 FRET inh | -7 | -7 | . | . | -8 | -5 | -5 | -5 | -5 | -4 | -6
MC4R ag barr | -0.9 | 2.2 | -1.1 | -0.7 | . | -2.4 | -1.3 | -1.5 | 0.3 | -1.1 | -1.8
PDI inh | 22 | -4 | 20 | 14 | . | -10 | 9 | 6 | -16 | -2 | -4
Granule exo inh | -2 | -2 | 0 | 1 | 13 | -9 | 2 | -6 | -4 | -13 | 1
MC4R antagonist | 0 | 3 | 20 | 5 | . | 6 | 5 | -7 | 5 | 6 | 19
ABHD5-PLIN5 inh | -2 | 0 | 7 | 9 | 1 | 4 | -6 | 0 | 1 | 3 | -1
N-glyco inh | 1 | 4 | -3 | -2 | . | 4 | -4 | 0 | 1 | 0 | 0
